# Source: PubChem BioAssay (several laboratories)
# GC-B act – GC-B (human) receptor activation; P20594; HEK293-GC-B cells, CNP EC30, cGMP TR-FRET; 0% at EC30 CNP, 100% saturating CNP; activation, % at 10 µM; 370,000 tested, 0.11% active; AID 1920062;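 active = activation at 10 µM reaching about 35% in either raw or pattern-adjusted values, limit read from the data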
# LEDGF integ inh – blocks HIV-1 LEDGF/p75-dependent DNA integration; TR-FRET IN-LEDGF/p75 DNA integration, Eu/Cy5; inhibition, % at 3.7 µM; AID 743269; 370,000 tested, 0.64% active;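 active = inhibition above the screen-wide mean plus 3 SD, cut at about 13% in these data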;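 note: signal is the Cy5 over europium emission ratio at 671 and 618 nm; 0% = plate median of compound wells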
# TCR CD3 inh – blocks the human TCR-CD3 interaction. TAMRA-labeled TCR probe fluorescence, biochemical. inhibition, % at 9.4 µM. 360,000 tested, 0.37% active; in the data active = inhibition above about 19%;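 note: recombinant mutant TCR 2C K166C tagged with TAMRA read by polarization; 0% = receptor in buffer alone and 100% = receptor with positive control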
# SIAE inh – blocks human sialic acid acetylesterase. SIAE FP-Rh probe binding, fluorescence polarization. Q9HAT2. AID 1053197. 370,000 tested, 0.69% active. inhibition, % at 9.66 µM;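 active = inhibition above a cutoff: mean of compounds within the control limits plus 3 SD of those, cut at about 17% in these data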;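 note: 0% = plate median of compound wells and 100% = probe without SIAE protein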
# Target sequence (Q9HAT2 whole entry, looked up): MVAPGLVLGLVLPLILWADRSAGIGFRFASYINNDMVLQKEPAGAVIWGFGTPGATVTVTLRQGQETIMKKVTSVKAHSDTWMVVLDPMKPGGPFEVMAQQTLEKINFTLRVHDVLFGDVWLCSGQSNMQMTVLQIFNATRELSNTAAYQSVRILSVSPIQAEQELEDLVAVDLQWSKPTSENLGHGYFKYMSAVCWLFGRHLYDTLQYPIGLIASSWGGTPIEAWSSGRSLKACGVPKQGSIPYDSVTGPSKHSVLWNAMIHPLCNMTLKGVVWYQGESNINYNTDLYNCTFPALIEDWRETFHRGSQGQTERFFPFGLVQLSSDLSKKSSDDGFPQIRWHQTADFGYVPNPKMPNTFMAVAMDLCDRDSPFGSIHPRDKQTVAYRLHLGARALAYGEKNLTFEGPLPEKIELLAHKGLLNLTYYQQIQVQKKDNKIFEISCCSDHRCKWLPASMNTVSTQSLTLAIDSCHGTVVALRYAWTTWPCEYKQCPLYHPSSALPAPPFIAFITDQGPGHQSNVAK
# rCAG binder – binds r(CAG) RNA repeats. 370,000 tested, 1.3% active. AID 651821. r(CAG) RNA repeat, TO-PRO-1 dye displacement fluorescence. inhibition, % at 3 µM;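 active = inhibition above the plate cutoff, the mean of all test compounds on that plate plus 3 SD, cut at about 35% in these data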;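 note: 0% = DMSO alone and 100% = 100 µM mitoxantrone as full dye displacement; higher means more dye released from RNA so lower well fluorescence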
# mABHD4 FP – inhibitors of mouse ABHD4 | Q8VD66 | purified mABHD4, FP-Rh probe fluorescence polarization | inhibition, % at 8.92 µM | 370,000 tested, 0.54% active | AID 720543;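 active = inhibition exceeding the mean over every tested compound plus 3 SD, cut at about 30% in these data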;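 note: 0% = plate median of compound wells and 100% = S159A mutant with DMSO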
#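 System: mouse ABHD4 enzyme, wild type / Medium: HEPES pH 7.0, NaCl, Pluronic buffer / Reagent: FP-Rh activity-based fluorescent probe / Control set: S159A mutant high control, sample median low control / Detection: fluorescence polarization with parallel and perpendicular emission, 525/598 nm / Schedule: 45 min + 60 min at 25 °C / Compound dosing: 8.92 µM, single dose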
# PRMT1 FP inh – PRMT1 (human) inhibition, primary screen; Q99873; recombinant PRMT1, activity-based probe fluorescence polarization; inhibition, % at 2.79 µM; 370,000 tested, 1.3% active;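 active = inhibition above about 21% made by adding two undisclosed values, limit read from the data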
# HTRA1 inhibitor – HTRA1 (human) protease inhibition. AID 504803. recombinant HTRA1, FP-rhodamine activity-based probe, fluorescence polarization. 340,000 tested, 0.5% active. inhibition, % at 5.96 µM; in the data active = inhibition above about 36%;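 note: 0% = enzyme with DMSO and 100% = wells lacking enzyme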
# Target sequence (Q92743 whole entry, looked up): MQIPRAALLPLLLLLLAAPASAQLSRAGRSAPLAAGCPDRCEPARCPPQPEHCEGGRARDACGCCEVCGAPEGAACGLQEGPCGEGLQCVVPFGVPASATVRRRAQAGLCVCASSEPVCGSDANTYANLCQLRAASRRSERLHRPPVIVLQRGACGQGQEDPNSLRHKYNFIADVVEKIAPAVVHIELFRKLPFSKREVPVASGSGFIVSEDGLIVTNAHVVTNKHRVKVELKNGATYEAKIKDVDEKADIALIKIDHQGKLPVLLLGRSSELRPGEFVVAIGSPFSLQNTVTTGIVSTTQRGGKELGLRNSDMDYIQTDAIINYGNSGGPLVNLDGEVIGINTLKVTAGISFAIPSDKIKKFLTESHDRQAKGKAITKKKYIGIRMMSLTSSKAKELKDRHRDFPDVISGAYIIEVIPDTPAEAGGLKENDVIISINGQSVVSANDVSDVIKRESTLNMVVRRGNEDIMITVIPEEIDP
# TDP2 inh – TDP2 (human) inhibition, absorbance primary screen; O95551; recombinant TDP2, T5PNP hydrolysis, p-nitrophenol absorbance 415 nm; inhibition, % at 12.8 µM; 370,000 tested, 0.34% active;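 active = inhibition above the mean of all tested compounds plus 3 SD, set per campaign, cut at about 25% in these data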;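 note: 0% = DMSO with enzyme and 100% = buffer with substrate but no TDP2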
#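 Assay system: Recombinant human TDP2 | Quantity: 120 nM TDP2 per well | Incubation: 2 h at 37 °C | Signal: Epi absorbance | Evaluation: Percent inhibition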
# MBD2 inh – MBD2-methylated oligo binding inhibition; TR-FRET, MBD2 binding to methylated oligonucleotide; inhibition, % at 4.4 µM; 370,000 tested, 0.31% active; in the data active = inhibition above about 13%
# * marks the source's active call; other numbers are inactive results; nt = not tested or not shown. Not all compounds are listed; the hit share may differ from the screen's.
SMILES,GC-B act,LEDGF integ inh,TCR CD3 inh,SIAE inh,rCAG binder,mABHD4 FP,PRMT1 FP inh,HTRA1 inhibitor,TDP2 inh,MBD2 inh
COc1ccc(CNC(=O)COC(=O)c2ccc(S(=O)(=O)N3CCCCC3)cc2)cc1,-3,-4,4,-4,1,2,-1,-5,3,8
CCCC(=O)N1CCN(c2ccc(NC(=O)C(C)(C)C)cc2Cl)CC1,-9,3,-1,9,-6,-2,-3,1,-1,4
O=C(O)CN=C1CC(c2ccccc2)CC(=O)/C1=C(/O)CCCN1C(=O)c2ccccc2C1=O (stereo unspecified),4,-4,-8,2,5,-3,3,nt,-2,-1
CCOc1ncnc2c1oc1nc(CC(C)C)c3c(c12)CC(C)(C)OC3,2,-2,2,1,-1,-9,-1,-2,-9,-2
COc1ccc(OC)c(C2(O)CSC(=Nc3cccnc3)N2Cc2ccco2)c1 (stereo unspecified),-2,-5,-1,8,-2,-3,-3,-4,-16,-7
COc1ccc(N(CC(=O)NCCSC2CCCCC2)S(=O)(=O)c2ccc(C)cc2)cc1,7,-2,0,1,-3,3,2,2,7,0
Nn1cnnc1N/N=C/c1ccc(Cl)c([N+](=O)[O-])c1,3,44*,8,5,7,0,1,4,75*,3
O=C1NC[C@@H](CCCCN2CCN(CC3CCCCC3)C(=O)C2=O)N(CCC2CCCCC2)C1=O,5,-5,1,0,-2,3,2,nt,-4,1
Cc1nc(Cl)sc1C(=O)Nc1cccc(Cl)c1,5,-7,-4,-3,-2,2,7,-7,-8,1
CCN(CCCNC(=O)Cn1ncc2c(=O)oc3ccccc3c21)c1cccc(C)c1,-16,1,0,2,6,10,1,-1,3,-1
NC(=S)Cc1nc(-c2ccccc2)cs1,3,1,-8,-4,17,-4,-2,-14,7,-4
COc1cc(C(=O)N2CCN(S(=O)(=O)c3ccc(C)cc3)CC2)ccc1OCc1c(C)noc1C,1,3,3,-1,-2,0,-1,-3,7,-3
Cc1ccc(S(=O)(=O)/N=C2\C=C(NS(=O)(=O)c3ccc(C)cc3)C(=O)c3ccccc32)cc1,1,15*,9,12,59*,40*,1,18,4,-14
CC(C)NC(=O)c1ccccc1NC(=O)CN(c1ccc2c(c1)OCO2)S(C)(=O)=O,-1,-3,-4,1,-3,9,3,-3,5,-2
CCOc1ccc2[nH]c(C)cc(=O)c2c1,0,0,0,2,2,-2,-2,4,-6,2
O=C(CSc1ncn[nH]1)NN(c1ccccc1)c1ccccc1,7,-4,-4,-2,-3,0,3,2,-2,1
COc1ccc(NC(=O)N(C)C[C@H]2Oc3c(NS(=O)(=O)c4cccs4)cccc3C(=O)N([C@@H](C)CO)C[C@@H]2C)cc1,-4,-1,-3,2,11,3,-3,-1,0,4
CCOC(=O)C1=CN(Cc2cccc(Br)c2)S(=O)(=O)N(CC)C1C (stereo unspecified),-13,0,-3,1,0,-13,-4,-24,9,6
O=c1oc(-c2ccccc2)nc2c1cnn2-c1ccccc1,-11,-1,-6,5,1,7,0,7,5,1
COc1ccc(/C=C2\Sc3ccc(C(=O)NCCCN4CCCC4)cc3N(C)C2=O)cc1OC,0,-4,-6,-1,6,-2,-5,-4,-11,1
Cn1c(COc2ccc([N+](=O)[O-])cc2)nnc1SCC(N)=O,3,-4,-8,4,-3,-3,5,-4,2,2
COc1ccc(O)c(-c2c(-c3ccc(Cl)cc3)n[nH]c2C)c1,-22,-1,-2,4,-1,-10,0,-11,-5,-4
Cc1cccc(C)c1NC(=O)CS(=O)CC(=O)Nc1ccc(F)cc1F (stereo unspecified),1,-2,4,6,-4,6,-2,-8,-16,1
O=C(Nc1ccc(N2CCOCC2)cc1)C1CCN(S(=O)(=O)Cc2ccccc2)CC1,2,0,-4,-3,3,2,-1,5,-10,2
CCC1(C(=O)c2ccc(Cl)cc2)C2c3ccccc3OC(=O)C21C(=O)Nc1ccccc1 (stereo unspecified),-17,3,4,4,40*,-10,4,-22,-1,0
CCn1c(CSc2ncccn2)nnc1SCC(=O)N1CCc2ccccc21,0,1,-2,-4,-3,-9,5,-2,-17,5
CCC(C)c1ccccc1N1CC(C(=O)Nc2cccc(S(=O)(=O)N3CCOCC3)c2)CC1=O (stereo unspecified),3,1,7,-9,-3,-4,-8,-2,-7,6
CN(C)c1cc[nH]c(=O)c1C#N,6,0,-1,10,-2,3,-4,-4,4,5
FC(F)(F)Oc1ccccc1C(c1nnnn1C1CCCCC1)N1CCN(C/C=C/c2ccccc2)CC1 (stereo unspecified),4,3,-16,0,4,11,4,nt,-2,-1
O=C(N/C(=C\c1ccccc1Cl)C(=O)N1CCOCC1)c1ccc([N+](=O)[O-])cc1,-4,4,11,0,-9,3,-3,4,3,-4
Cc1ccc(SCC(=O)Nc2cc(C)on2)cc1,7,-1,1,9,2,0,-3,-3,-1,-1
O=c1oc(-c2ccc([N+](=O)[O-])cc2)nc2ccc(O)cc12,-3,3,0,4,3,3,-1,-6,-1,-3
Cc1ccc(-c2cc[n+](Cc3ccccc3)cc2)cc1,0,4,-1,-4,3,3,-2,2,-24,-3
CCC1CCC/C1=N\NC(=O)c1ccccc1C (stereo unspecified),-2,7,-4,-6,4,-12,-4,2,-23,3
N#CCSc1nnc(-c2ccc3c(c2)OCO3)o1,-2,-3,8,-8,-1,1,-2,0,-10,-1
O=C(NC(=S)N1CCOCC1)c1ccc([N+](=O)[O-])cc1,-4,-4,-8,1,2,-3,4,1,-3,7
O=C1N(Nc2ccccc2)C(c2ccc(Br)cc2)C12CCCCC2 (stereo unspecified),-9,-5,4,-1,-2,0,2,-1,-5,-9
Cc1coc2c(C)c3oc(=O)c(CCC(=O)N[C@H](C(=O)O)C(C)C)c(C)c3cc12,-2,-1,0,-5,25,10,3,3,2,-3
CC1(C)CC(=O)c2c(O)cc(OCC(=O)Nc3ccc(CCO)cc3)cc2O1,-3,2,-1,4,-4,-4,1,-2,16,-4
CC(C)[C@H](NS(=O)(=O)c1ccc(F)cc1F)C(=O)N1CCC[C@H]1C(=O)NCc1ccccc1,-1,2,-5,-1,0,-1,-4,nt,-4,-1
Cc1ccc(NC(=O)CSc2ccc(-c3ccccn3)nn2)cc1,3,-1,3,0,-2,-1,2,9,1,-6
CCCNC(=O)CN(C)CC(=O)Nc1ccccc1C#N,3,-1,5,0,0,1,1,-3,-3,2
COc1cc(Cl)ccc1OCc1cc(C(=O)N2CCN(C)C(=O)[C@@H]2C)no1,-5,2,-1,0,1,-1,0,2,5,8
Cc1ccc(S(=O)(=O)c2nc(C)c3c(n2)CCC3)cc1,-2,3,2,-4,-1,3,4,-2,-1,-5
O=C(Nc1ccc(-c2cscn2)cc1)C1CCCN(Cc2ccc(CO)o2)C1 (stereo unspecified),0,1,-1,0,-3,6,4,-3,9,8
O=S(=O)(c1ccccc1)N1CC2CC(Br)C(Br)CC21 (stereo unspecified),-3,-7,-9,3,1,4,3,-5,-5,-4
COc1ccc([C@H]2CC(=O)C=C(c3cc(Br)ccc3OC)C2)cc1,0,0,-1,0,-5,-14,-3,-39,-1,-4
CC(C)[C@H](NC(=O)c1ccc(Cl)cc1)C(=O)Nc1cccc(S(=O)(=O)N2CCOCC2)c1,-3,5,4,-8,6,-5,1,-7,11,0
c1cncc(CNc2ncnc3ccc(-c4cccnc4)cc23)c1,3,0,1,-4,4,-1,3,-4,4,0
COc1ccccc1NC(=O)Nc1nn(C)c2cccc(N(C)C)c12,-8,-2,3,7,0,3,3,-3,0,-2

# Entries from the list above with fluorine:
SMILES,GC-B act,LEDGF integ inh,TCR CD3 inh,SIAE inh,rCAG binder,mABHD4 FP,PRMT1 FP inh,HTRA1 inhibitor,TDP2 inh,MBD2 inh
Cc1cccc(C)c1NC(=O)CS(=O)CC(=O)Nc1ccc(F)cc1F (stereo unspecified),1,-2,4,6,-4,6,-2,-8,-16,1
FC(F)(F)Oc1ccccc1C(c1nnnn1C1CCCCC1)N1CCN(C/C=C/c2ccccc2)CC1 (stereo unspecified),4,3,-16,0,4,11,4,nt,-2,-1
CC(C)[C@H](NS(=O)(=O)c1ccc(F)cc1F)C(=O)N1CCC[C@H]1C(=O)NCc1ccccc1,-1,2,-5,-1,0,-1,-4,nt,-4,-1

# Next part:
SMILES,GC-B act,LEDGF integ inh,TCR CD3 inh,SIAE inh,rCAG binder,mABHD4 FP,PRMT1 FP inh,HTRA1 inhibitor,TDP2 inh,MBD2 inh
COc1cc(NC(=O)CSc2nnc(C)s2)cc(OC)c1OC,-1,-2,2,9,-2,5,1,1,7,-1
Cc1nn(C)cc1NC(=O)Cn1nc(C(F)(F)F)cc1C1CC1,4,5,3,3,0,0,0,0,-9,2
CCCCc1cc(=O)oc2cc(OCC(=O)Nc3cccnc3)c(Cl)cc12,1,-2,-2,3,1,1,0,-1,13,2
Cc1ccc(C(=O)OCC(=O)c2ccc(CC(=O)N3CCOCC3)s2)c(C)c1,4,7,10,1,18,8,1,-3,9,2
CC(=O)c1ccc(OCCCC(=O)Nc2cccc(-c3nn[nH]n3)c2)cc1,3,1,2,1,13,-5,1,-1,9,-1

# Single values from the results shown:
# CCCCc1cc(=O)oc2cc(OCC(=O)Nc3cccnc3)c(Cl)cc12 in SIAE inh shows 3
# CC(=O)c1ccc(OCCCC(=O)Nc2cccc(-c3nn[nH]n3)c2)cc1 in HTRA1 inhibitor shows -1
# Cc1nn(C)cc1NC(=O)Cn1nc(C(F)(F)F)cc1C1CC1 in TDP2 inh shows -9
# Cc1ccc(C(=O)OCC(=O)c2ccc(CC(=O)N3CCOCC3)s2)c(C)c1 in TCR CD3 inh shows 10
# COc1cc(NC(=O)CSc2nnc(C)s2)cc(OC)c1OC in rCAG binder shows -2
